High-throughput results (PubChem)
Keap1-Nrf2 PPI: Keap1-Nrf2 protein-protein interaction inhibitors, primary screen, biochemical, fluorescence polarization, single point; Kelch-like ECH-associated protein 1 (Homo sapiens), Q14145; Keap1 Kelch-Nrf2 peptide fluorescence polarization, 1536-well; inhibition, % at 9.4 µM; hit rate 0.15% among 340,000; in the data active means inhibition above about 12%;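 further: human Keap1 Kelch domain with fluorescein labeled Nrf2 9mer peptide probe; 0% = neutral control wells and 100% = peptide positive control; higher means more block of Keap1 binding to Nrf2 peptide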
Wnt bcat act: Wnt/beta-catenin pathway activators, primary screen, cell-based, plate reader, single point; Wnt/beta-catenin reporter cell assay, activator; activation, % at 9.35 µM; hit rate 1.2% among 300,000; AID 743398, 2014; in the data active means activation above about 30%, passing the limit was not always enough;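 further: 0% = neutral control wells and 100% = positive control wells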
C-LANA FP: inhibitors of KSHV C-LANA binding to DNA, primary screen, biochemical, fluorescence polarization, FAM-LBS DNA, MBP-C-LANA, single point; Kaposi's sarcoma herpesvirus LANA C-terminal domain (residues 932-1162) DNA binding; inhibition, % at 9 µM; hit rate 0.078% among 340,000; AID 504423, 2011;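 active means highest replicate inhibition at or above 60% at 9 µM, even if other replicates fall short; inactive means all replicates below 60% inhibition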;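 further: 0% = neutral control wells and 100% = 4 µM acridine orange control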
RTF Ca sens inh: cardiac RTF calcium sensitivity inhibitors, primary screen, biochemical, IANBD-TnC fluorescence, EC70 calcium. Troponin I, cardiac muscle (Homo sapiens) + Troponin T, cardiac muscle (Homo sapiens) + …. IANBD-labeled cardiac RTF, Ca2+ fluorescence. inhibition, % at 7.15 µM. hit rate 0.12% among 340,000. AID 493244, 2011;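 active means inhibition above the mean inhibition of all tested compounds plus 3 SD, cut at about 17% in these data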;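 further: assay run at fixed EC70 calcium of 1.6 mM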
V-ATPase pHluor: regulators of yeast V-ATPase proton pumping, primary screen, pHLuorin cytosolic pH fluorescence; hit rate 0.37% among 350,000; response, % at 10 µM; S. cerevisiae; AID 504577, 2011; in the data active means response mostly above about 7.3%, no sharp cut-off; inactive means mostly below about 5.4%; further: actives read high; inactives centre near 0; some compounds called inactive have numbers as strong as hits; reference of the scale not given here
OPRM1-OPRD1 inv: inverse agonists of MOR-DOR heterodimerization, primary screen, cell-based, luminescence; Mu-type opioid receptor (Homo sapiens) + Delta-type opioid receptor (Homo sapiens), …; cell-based MOR-DOR heterodimer luminescence, inverse agonism; inhibition, % at 9.3 µM; hit rate 0.21% among 340,000; AID 504357, 2011; in the data active means inhibition above about 22%, passing the limit was not always enough;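 further: 0% = cells with DMSO and 100% = wells without cells with DMSO; values of inactives mirror those of a sister screen read the other way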
Target sequence (P35372 whole entry, looked up): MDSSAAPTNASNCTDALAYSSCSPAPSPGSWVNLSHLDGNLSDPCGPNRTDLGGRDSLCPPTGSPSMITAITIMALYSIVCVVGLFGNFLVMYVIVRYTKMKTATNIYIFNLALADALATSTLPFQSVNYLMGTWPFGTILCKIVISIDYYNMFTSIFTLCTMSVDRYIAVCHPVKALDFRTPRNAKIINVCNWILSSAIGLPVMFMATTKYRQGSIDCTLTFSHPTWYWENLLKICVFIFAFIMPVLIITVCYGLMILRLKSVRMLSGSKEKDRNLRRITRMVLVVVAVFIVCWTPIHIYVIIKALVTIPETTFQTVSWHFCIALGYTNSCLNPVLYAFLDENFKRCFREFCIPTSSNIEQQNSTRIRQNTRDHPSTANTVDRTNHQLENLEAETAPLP
Target sequence (P41143 whole entry, looked up): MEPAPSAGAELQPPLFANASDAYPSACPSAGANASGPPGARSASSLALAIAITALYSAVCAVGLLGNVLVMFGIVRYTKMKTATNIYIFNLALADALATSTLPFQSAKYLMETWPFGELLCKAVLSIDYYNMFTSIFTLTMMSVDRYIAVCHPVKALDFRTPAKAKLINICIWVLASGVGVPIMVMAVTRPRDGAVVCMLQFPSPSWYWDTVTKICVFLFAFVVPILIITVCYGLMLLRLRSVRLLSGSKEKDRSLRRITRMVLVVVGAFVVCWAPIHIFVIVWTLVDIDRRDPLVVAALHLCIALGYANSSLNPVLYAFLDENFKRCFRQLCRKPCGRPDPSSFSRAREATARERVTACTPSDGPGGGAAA
Pemphigus Ab inh: inhibitors of pemphigus antibody binding to DSG3, primary screen, biochemical, bead-based, flow cytometry, scFv-GFP. Desmoglein-3 (Homo sapiens), P32926. DSG3-coupled beads, scFv-anti-DSG3-GFP binding; active compounds read low. binding (percent of control), % at 10 µM. hit rate 0.48% among 310,000. AID 588358, 2011;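 active means binding more than 3 SD below its plate's average and above zero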;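 further: hits lower antibody fragment binding to DSG3; some compounds called inactive have numbers as strong as hits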
Arrestin-AP2 inh: inhibitors of beta-arrestin/AP2 binding, primary screen, biochemical, GPCR trafficking, flow cytometry | beta-arrestin 1 C-terminal peptide binding to AP2 beta2-adaptin appendage (human) | FITC-arrestin peptide / GST-AP2 beads; AP2 beta2 appendage carries R879A mutation | inhibition, % at 10 µM | hit rate 0.31% among 340,000;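 active means inhibition above a set limit, near 3 SD of compounds lacking own fluorescence, cut at about 54% in these data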;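 further: plate controls were DMSO wells for no effect and 5 µM unlabelled arrestin peptide for full effect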
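System: GST-AP2 R879A glutathione beads. Medium: PBS with 0.05% Tween 20 and 0.1% BSA. Also added: FITC-arrestin peptide, 50 nM. Incubation: 12 min plus 1 h, RT. Measured by: high-throughput flow cytometry of beads, ex 488, em 535 nm. Evaluation: percent drop in bead-associated FITC signal.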
RTF Ca sens act: cardiac RTF calcium sensitivity activators, primary screen, biochemical, IANBD-TnC fluorescence, EC20 calcium; IANBD-labeled TnC RTF fluorescence at EC20 calcium; 0% EC20 calcium, 100% full calcium; activation, % at 7.2 µM; hit rate 0.24% among 340,000;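 active means activation above the mean over all tested compounds plus 3 SD, cut at about 30% in these data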;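 further: rise in fluorescence read as greater calcium sensitivity of cardiac thin filaments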
MOR-DOR ag: agonists of OPRM1-OPRD1 heterodimerization, primary screen, cell-based, luminescence. cells. Mu-type opioid receptor (Homo sapiens) + Delta-type opioid receptor (Homo sapiens), …. activation, % at 9.3 µM. hit rate 0.3% among 340,000; in the data active means activation above about 18%;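 further: 0% = vehicle-treated cells and 100% = reference agonist; values of inactives mirror those of a sister screen read the other way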
The depositor's hits bear a star; · = not tested or not shown.

no.	Pemphigus Ab inh	C-LANA FP	Arrestin-AP2 inh	V-ATPase pHluor	Wnt bcat act	OPRM1-OPRD1 inv	RTF Ca sens inh	RTF Ca sens act	MOR-DOR ag	Keap1-Nrf2 PPI	mol
1	104	0.1	18	2	-1	12	-10	3	-2.1	2	COC(=O)c1ccc(CSc2nc3c(c(=O)n2-c2ccccc2)SCC3)o1
2	84	-2.6	-18	2	-3	0	-7	2	0.1	0	Cc1ccccc1Nc1nnc(SCC(=O)c2c(N)n(C)c(=O)n(C)c2=O)s1
3	104	0.9	10	-2	0	5	-5	1	-1.0	0	CCc1ccc(NC(=S)Nc2ccc(S(=O)(=O)Nc3ncccn3)cc2)cc1
4	124	1.0	-4	-3	-3	4	10	4	-0.8	-5	O=c1c2ccccc2nc(/C=C/c2ccccc2)n1CCc1ccccc1
5	·	-0.3	11	3	2	7	1	1	-1.1	5	COc1ccc(N(C(=O)c2ccco2)C(C(=O)NC2CCCC2)c2ccc(N3CCOCC3)cc2)c(OC)c1 (centres undefined)
6	98	0.7	1	-2	-14	10	-2	-1	-2.0	-1	COCc1nnc(NC(C)=O)s1
7	104	-0.4	-12	-2	-6	-2	1	4	0.3	-3	CCCCc1nnc(NC(=O)c2ccc(OCc3c(C)noc3C)cc2)s1
8	101	-0.4	12	9	-7	-11	-10	-2	2.1	2	CN(Cc1ccccc1)S(=O)(=O)c1ccc(NC(=S)NC(=O)C2CCCC2)cc1
9	80	-0.9	22	0	0	11	-14	0	-2.0	2	CCOc1ccccc1N1CCN(C(=O)CC(C)C)CC1
10	104	4.0	-2	-4	-2	9	5	2	-1.7	-3	Cc1cccc(N2CCN(C(=O)c3ccccc3NC(=O)C3CCCCC3C(=O)O)CC2)c1 (centres undefined)
11	·	-1.2	-16	0	-2	11	3	-2	-1.5	-10	COc1cccc(NC(=O)NC2(C(=O)N3CCC(O)CC3)CCCCC2)c1
12	104	-2.1	-5	4	·	17	6	-4	-3.4	-2	Cc1cc(N2CCN(c3ccccc3)CC2)n2cc(-c3ccccc3)nc2n1
13	·	-0.7	4	-4	-9	19	8	2	-3.4	-5	CN(Cc1ccco1)c1ncnc2ccc(-c3ccc4c(c3)OCO4)cc12
14	96	-0.9	4	-4	22	16	-10	-2	-3.3	-1	O=C(Nc1nc2ccc(F)cc2s1)c1ccc(N2CCCC2=O)cc1
15	98	1.0	7	0	8	-7	-7	1	1.4	2	N/C(=N\OC(=O)COc1ccc(Cl)cc1Cl)c1ccncc1
16	108	0.6	-14	1	-2	0	-7	4	0.1	0	Cc1ccc(Cn2nc(C)c(C(=O)NCC(c3ccc(F)cc3)N3CCOCC3)c2Cl)cc1 (centres undefined)
17	106	-0.7	-1	-1	-2	-9	-6	5	1.6	-7	O=C(c1cc2cc(F)ccc2[nH]1)N(Cc1cccnc1)CC1CCCN(C2CCCCC2)C1 (centres undefined)
18	97	-1.6	5	0	0	11	3	2	-2.3	1	O=C(O)C1(C(=O)O)CCCC1
19	104	-1.4	8	·	-8	-7	6	-6	1.0	-2	CCOC(=O)c1c(NC(=O)CSc2ncnc3ccccc23)sc(C(C)=O)c1C
20	107	3.6	19	-5	-7	-23	-17	1	4.2	-4	CNC[C@@H]1Oc2c(NC(=O)Nc3ccccc3)cccc2C(=O)N([C@@H](C)CO)C[C@H]1C
21	96	-0.1	0	-3	0	5	3	-4	-0.9	-8	O=C(CNC(=O)c1ccc(Cl)c([N+](=O)[O-])c1)OC1CCCCC1=O (centres undefined)
22	103	-0.2	3	-2	-1	-14	-3	2	2.8	-5	COc1ccc(-n2nnnc2SCC(=O)Nc2cc(OC)c([N+](=O)[O-])cc2C)cc1
23	105	0.0	2	-1	-3	-4	-3	2	0.6	-3	Cn1c(=O)c2c(nc(SCC(=O)N3CCCCCC3)n2C)n(C)c1=O
24	123	-2.0	3	-1	·	13	3	1	-2.4	-8	CN(C)C(=S)Nc1ccc([N+](=O)[O-])cc1
25	103	-0.1	-5	-3	·	-8	-3	-5	1.5	-2	O=C(CC12CC3CC(CC(C3)C1)C2)Nc1cccc2ncccc12
26	103	-4.8	25	-7	·	-3	-6	-1	0.7	1	CSc1cc(C)n(-c2ccc(Cl)cc2)c(=S)c1C(C)=O
27	101	-2.4	-5	1	-3	13	1	-8	-2.6	1	CCCCc1cc(=O)oc2cc(OC(C)C(=O)NCC3CCC(C(=O)O)CC3)c(Cl)cc12 (centres undefined)
28	102	-0.6	3	3	2	11	-4	2	-1.9	-4	CC(C)(Oc1ccc(Cl)cc1)C(=O)Nc1cccnc1
29	106	2.3	-8	-1	28	10	-7	8	-2.5	1	Cc1ccc(NC(=O)CN(C)C(=O)/C=C/c2ccc3c(c2)OCO3)cc1
30	·	-0.3	-11	0	56*	-82	-1	4	17	-2	N#CC(C#N)=C1SC(=Nc2ccccc2)C(=Nc2ccccc2)N1c1ccccc1
31	104	·	4	0	0	·	·	·	·	·	COc1cc2c(cc1OC)C(C)N(S(=O)(=O)c1cn(C)cn1)CC2 (centres undefined)
32	99	0.3	33	2	0	1	-10	0	-0.1	-2	C1CC2CN(c3nc4nonc4nc3N3CCSCC3)CCN2C1 (centres undefined)
33	111	-1.4	0	2	-1	9	-9	3	-1.9	1	O=C(CN1C(=O)C(=O)N(C2CCCC2)C1=O)Nc1ccc(N2CCOCC2)cc1
34	·	0.6	18	-1	0	13	5	-2	-2.0	0	CCOc1ccc(S(=O)(=O)Nc2cc(F)ccc2F)c2cccnc12
35	103	-2.0	-2	7	·	6	2	-6	-1.1	-3	COc1cc(OC)c(-n2c(C)cc(C=O)c2C)cc1Cl
36	97	0.6	2	-1	-3	11	1	5	-2.4	1	CCOc1ccccc1NC(=O)CN(c1ccc(OC)cc1OC)S(=O)(=O)c1ccccc1[N+](=O)[O-]
37	97	-0.9	22	-6	-1	14	-2	0	-2.7	-7	CC(C)C(C)(C#N)NC(=O)CSc1nc2scc(-c3ccccc3)c2c(=O)[nH]1 (centres undefined)
38	101	-0.4	57*	1	0	9	2	-2	-1.7	-1	CN(Cc1nccs1)C(=O)C1CCC(=O)N(CCCc2ccccc2)C1 (centres undefined)
39	101	-2.1	-6	5	-1	0	4	1	0.1	1	CCC(=O)N1CCc2cc(S(=O)(=O)CCC(=O)N3CCN(c4ccc(C(C)=O)cc4)CC3)ccc21
40	116	0.0	-6	-2	3	-1	-5	-1	0.1	-6	O=C(Cc1ccc(Cl)cc1)NC1CCCCCC1
41	96	-0.2	-3	-2	0	-8	-5	0	1.5	-8	COc1ccc(/C=N/NC(=O)c2ccc(CN3C(=O)c4cccc5cccc3c45)cc2)cc1O
42	122	-0.4	-1	-3	-1	5	-8	2	-1.0	0	CC1CCCC(C)N1C(=O)Cn1nnc(-c2ccc([N+](=O)[O-])cc2)n1 (centres undefined)
43	103	-1.4	35	-2	-5	-6	0	-3	1.0	3	CC1CCC(C(C)C)C(OC(=O)Cn2c(-c3ccc(F)cc3)[n+](C)c3ccccc32)C1 (centres undefined)
44	102	1.1	33	4	-5	14	-14	-1	-2.8	3	CN1Cc2cc(C(=O)c3ccccc3O)cnc2NC1=O
45	93	1.1	-9	1	-1	-15	-2	-6	2.9	-4	O=C1CCCCC1(c1ccccc1)c1ccccc1
46	104	0.8	-2	1	·	5	-6	5	-1.0	-5	COc1ccccc1-n1c(SCC(N)=O)nnc1-c1ccc(S(=O)(=O)N2CCCCC2)cc1
47	·	-1.0	-2	-1	-3	10	-5	1	-2.0	-3	COc1ccccc1NC(=O)c1cc(S(=O)(=O)N2CCCCCC2)ccc1F
48	131	1.6	1	6	-2	13	-26	15	-2.4	-3	CCN(CC)c1ccc(C=C(c2nnnn2-c2ccccc2)c2nnnn2-c2ccccc2)cc1
49	99	1.8	-21	3	-4	9	-1	1	-1.4	-4	Cc1ccccc1SCC(=O)NNC(=O)c1ccccc1O
50	110	-1.1	7	4	·	3	-9	0	-0.6	3	CN(C)c1oc(-c2ccc(OCc3ccccc3)cc2)nc1C#N
51	105	0.9	-4	6	0	1	4	8	-0.2	-4	COc1cc(CCN2C(=O)c3cccc4cccc(c34)C2=O)c(S(=O)(=O)NCCCO)cc1OC
52	·	-0.3	-1	3	-5	17	0	5	-2.9	-4	Cc1cc(-c2c(C)[nH]n(-c3ccc(Cl)cc3)c2=O)n(-c2ccccc2)n1

One compound at a time, from the list above. Order of values: Pemphigus Ab inh	C-LANA FP	Arrestin-AP2 inh	V-ATPase pHluor	Wnt bcat act	OPRM1-OPRD1 inv	RTF Ca sens inh	RTF Ca sens act	MOR-DOR ag	Keap1-Nrf2 PPI
Entry for COc1cc(OC)c(-n2c(C)cc(C=O)c2C)cc1Cl : 103	-2.0	-2	7	·	6	2	-6	-1.1	-3
Entry for CC1CCCC(C)N1C(=O)Cn1nnc(-c2ccc([N+](=O)[O-])cc2)n1 (centres undefined) : 122	-0.4	-1	-3	-1	5	-8	2	-1.0	0
Entry for CN1Cc2cc(C(=O)c3ccccc3O)cnc2NC1=O : 102	1.1	33	4	-5	14	-14	-1	-2.8	3
